C2C12 statin: suppressors of statin myotoxicity in C2C12 myotubes, primary screen, cell-based, single point, plate reader; C2C12 myotubes + simvastatin, ATP luminescence, 48 h; scaled: DMSO 0, geranylgeraniol control 100; rescue of ATP level, % at 7.49 µM; actives 0.78% (n = 330,000); AID 602340, 2012;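 active means mean ATP rescue above about 67%, or every replicate alone reaching that limit, limit read from the data, passing the limit was not always enough; inconclusive means no clear call, values can overlap the other calls; inactive means mean under the limit and some replicate under it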;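 further: myotubes were challenged with 10 µM simvastatin during compound exposure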
Cneo AK release: Cryptococcus neoformans cell lysis inducers, primary screen, AK release luminescence, single concentration | C. neoformans lysis, adenylate kinase release luminescence, 4 h; normalised: neutral wells 0, clomiphene wells 100 | lysis activity, % at 15 µM | actives 0.2% (n = 360,000) | AID 651654, 2012;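 active means mean lysis activity across replicates of at least 80%, whatever share of replicates individually reach that level; inactive means mean lysis activity below 80%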
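Test system: log-phase Cryptococcus neoformans yeast cells; Quantity: yeast cell density of 5 × 10^6 cells/mL; Buffer or medium: YPD; Doses: single compound concentration per well; Timing: 4 h at 37 °C static, read 1 h later; Measured by: AK luminescence; Read-out basis: lysis from increased AK signal; Control set: Clomiphene as positive control.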
PGC1a acetyl inh: inhibitors of PGC1a acetylation signal, primary screen, cell-based, U2OS, AlphaScreen, inhibitor mode | AlphaScreen anti-acetyl-lysine; with virally co-expressed GCN5 acetyltransferase | inhibition, % at 15.6 µM | actives 0.17% (n = 350,000) | AID 651687, 2012;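 active means every replicate shows inhibition of at least 40%; inconclusive means mean inhibition at least 40% but some replicate below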;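 further: 0% = neutral control wells and 100% = positive control wells; some results beyond the cut were filed as inactive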
LGR2 antag: inhibitors of bursicon-induced LGR2 CRE-luciferase signal, primary screen, cell-based, HEK293, CRE-luciferase reporter, bursicon stimulation. inhibition, % at 9.99 µM. actives 0.35% (n = 380,000). bursicon-stimulated, 4 h. Drosophila bursicon receptor LGR2 (rickets);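 active means drop in luminescence signal, shown as inhibition above about 50% in the replicate tests, limit read from the data, passing the limit was not always enough; inconclusive means probably only some replicates passing the limit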;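 further: agonist challenge used bursicon conditioned medium at about half maximal strength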
PAX8 inh HTS: inhibitors of PAX8-driven TPO luciferase reporter, primary screen, RMG-I cells, single concentration | actives 1.2% (n = 360,000) | AID 652154, 2013 | SteadyGlo, 24 h | inhibition, % at 12.6 µM;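 active means mean replicate inhibition at least 60% with every replicate also reaching 60%; inconclusive means only one of the two criteria is met; inactive means mean below 60% and not all replicates reaching 60%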;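 further: luciferase light reporting Pax8 driven TPO promoter activity; plate controls were median of neutral control wells for no effect and mitoxantrone controls for full effect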
GSIS activator: GLuc luminescence reporter in INS-1E cells, primary screen for activators of glucose-dependent secretion of insulin | INS-1E GLuc reporter insulin secretion, 2-3 h | activation, % at 16.6 µM | actives 0.61% (n = 370,000) | AID 743287, 2014;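 active means lowest replicate activation of at least 40%, so every replicate reaches that level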;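 further: 0% = median of neutral control wells and 100% = median of IBMX positive control wells; some compounds called inactive have numbers as strong as hits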
ARNT TACC3 PPI: disruptors of ARNT/TACC3 protein interaction, primary screen, biochemical, AlphaScreen, single concentration | AID 623870, 2012 | AlphaScreen His-ARNT PAS-B/GST-TACC3 binding, luminescence; TACC3 fragment carries E629A point mutation | actives 0.66% (n = 390,000) | inhibition, % at 9.99 µM | Transforming acidic coiled-coil-containing protein 3 (Homo sapiens), Q9Y6A5;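 active means mean inhibition of replicates at least 50% and at least half of replicates each reaching 50%; inconclusive means half or more replicates reach 50% but mean below 50%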;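 further: 0% = complete ARNT plus TACC3 wells and 100% = ARNT alone without TACC3; many hits fall short of the cut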
PglD inh: C. jejuni PglD acetyltransferase inhibitors, primary screen, biochemical, DTNB colorimetric, single point; actives 0.098% (n = 360,000); AID 602405, 2012; inhibition, % at 12.5 µM; purified PglD enzyme, DTNB colorimetric CoA detection; in the data active means inhibition above about 16%, passing the limit was not always enough; inconclusive means no clear call, values can overlap the other calls; further: strong numbers were not always called active
* marks the source's active call; other numbers are inactive results; u = inconclusive; x = not tested or not shown; & = joins results of further samples.

Sample of the layout:
SMILES	C2C12 statin	Cneo AK release	PGC1a acetyl inh	LGR2 antag	PAX8 inh HTS	GSIS activator	ARNT TACC3 PPI	PglD inh
Cc1ccccc1S(=O)(=O)Cc1ccc(C(=O)NCCN2CCN(Cc3ccccc3)CC2)o1	11	5	x	-12	x	19	18	-2
Cc1cccc(N2CCN(C(=O)C(NS(=O)(=O)c3cccs3)c3ccccc3)CC2)c1C (stereo unspecified)	25	-1	-12	x	x	x	-2	5
O=C(COC(=O)c1ccc(O)cc1)c1ccc(S(=O)(=O)N2CCCCC2)cc1	42	6	-3	14	5	8	2	0

Results, previewed entries included:
SMILES	C2C12 statin	Cneo AK release	PGC1a acetyl inh	LGR2 antag	PAX8 inh HTS	GSIS activator	ARNT TACC3 PPI	PglD inh
Cc1ccccc1S(=O)(=O)Cc1ccc(C(=O)NCCN2CCN(Cc3ccccc3)CC2)o1	11	5	x	-12	x	19	18	-2
Cc1cccc(N2CCN(C(=O)C(NS(=O)(=O)c3cccs3)c3ccccc3)CC2)c1C (stereo unspecified)	25	-1	-12	x	x	x	-2	5
O=C(COC(=O)c1ccc(O)cc1)c1ccc(S(=O)(=O)N2CCCCC2)cc1	42	6	-3	14	5	8	2	0
Nc1cccc(C(=O)O)c1	-7	-6	3	-15	-3	x	-17	8
COc1ccc(/C=C2\SC(N)=NC2=O)cc1Cl	15	25	x	-11	-1	11	3	1
O=C(NCc1n[nH]c(=S)n1-c1ccc(Cl)c(Cl)c1)c1ccc(S(=O)(=O)N2CCCCC2)cc1	9	1	x	-22	9	4	0	4
CCCNC(=O)Nc1ccc2c(c1)C(=O)N(C)C[C@@H](OC)[C@H](C)CN(C(=O)C1CCC1)[C@@H](C)CO2	-10	-2	x	-19	-13	4	-10	-2
CC1=CC(=O)[C@@H](O)[C@@H](c2ccccc2Br)N1C	9	-2	6	-6	-11	7	-3	0
Cc1noc(C)c1S(=O)(=O)N(C)C[C@@H]1OCc2cn(nn2)CCCC(=O)N([C@@H](C)CO)C[C@H]1C	6&0	-1&-2	-2	-6	1&3	-3&4	-5	-1&20
O=C(N/N=C/c1ccccc1[N+](=O)[O-])c1ccncc1	4	-1	1	-12	-18	-4	15	2
C[C@H](CO)N1C[C@H](C)[C@@H](CN(C)C(=O)C2CCOCC2)Oc2ncc(C#CC3(O)CCCC3)cc2C1=O	-2	0	7	-1	-21	30	-1	1
CC(Nc1n[nH]c(=O)[nH]c1=O)C(=O)N/N=C/c1cccs1 (stereo unspecified)	x	x	-5	x	-13	3	4	x
Cc1cnc(C(=O)OCC(=O)NC(C)c2ccccc2)cn1 (stereo unspecified)	13	-1	8	2	-15	26	2	4
COc1ccccc1C(=O)C1CCCN(Cc2cccc3nccnc23)C1 (stereo unspecified)	0	0	2	1	7	-1	0	0
COc1ccc(CCNC(=O)c2cnn(-c3ccc(C)c(C)c3)c2NC(=O)c2ccco2)cc1OC	-2	0	-10	x	x	x	-5	-1
CCc1ccc(OC)c(S(=O)(=O)N2CCN(C(=O)c3ccco3)CC2)c1	3	-2	x	9	22	1	-1	-7
COc1ccccc1/C=C\C(=O)NCC(=O)N/N=C(\C)Cc1ccccc1	x	x	x	1	4	7	25	x
COc1ccc(CN2C(=O)c3ccccc3C2=O)cc1C(=O)O	2	3	0	-5	-4	32	-10	5
CCOC(=O)c1[nH]c(C)c(C(=O)N2CCOCC2)c1C	-8	3	9	4	7	8	x	0
COc1ccc(N2C(=O)NC(=O)C2=O)cc1	2	0	x	6	-23	21	-16	4
CC(=O)N1CCc2cc(NC(=O)C3(C)CCN3Cc3ccc(C(C)C)cc3)ccc21 (stereo unspecified)	-16	0	-35	x	15	x	x	-2
O=C(NCc1ccccc1)C(=O)Nc1cccc(C(=O)O)c1	15	1	-6	84*	59	2	-5	0
CN(C)c1cccc(NC(=O)c2ccc(-c3ccc(F)c(F)c3)c3ccoc23)c1	6	-2	-6	-17	-41	1	x	7
NC(=O)c1ccccc1N/C=C/C(=O)c1ccc(Cl)cc1	x	-3	0	x	-124	x	-4	-7
O=C1CC(N2CCC(c3nc4ccccc4o3)CC2)C(=O)N1c1ccc(F)cc1 (stereo unspecified)	x	x	x	5	-8	6	-8	x
O=C(Nc1cccnc1N1CCOCC1)c1ccco1	x	-1	-2	x	-15	x	x	1
CN1C2C=C3C(C#N)=C(N)C(C#N)(C#N)C(c4ccc(Br)cc4)C3C1CC2 (stereo unspecified)	x	-1	u	x	25	x	6	4
COc1ccc(NC(=O)C(=O)NCC2CCCN2S(=O)(=O)c2cccs2)cc1 (stereo unspecified)	-3	2	x	2	35	30	-2	1
CC(c1ccccc1)N1CCn2c(nc3cc(NS(C)(=O)=O)ccc32)C1 (stereo unspecified)	3	7	-4	1	24	16	6	3
COc1cccc(CNC(=O)C[C@@H]2CC[C@H]3[C@@H](COc4ccc(NC(=O)c5cccs5)cc4C(=O)N3C)O2)c1	10	0	2	-6	-8	-6	4	4
Cc1cnc(C(=O)OC(C(=O)c2c[nH]c3ccccc23)c2ccccc2)cn1 (stereo unspecified)	4	-3	0	40	7	-1	2	-3
COC(=O)c1sc(=S)n(-c2cc(F)ccc2F)c1N	u	-5	-3	-4	x	18	1	0
CCCC(C)NC(=O)C1CCN(S(=O)(=O)c2ccccc2)CC1 (stereo unspecified)	16	-1	9	-4	x	0	-3	1
COc1ccc(CC(=O)NNc2ncnc3c2cnn3C)cc1	x	2	x	9	-1	2	-2	7
C[n+]1c(-c2ccccc2)cc2c(=Cc3ccccc3)c3ccccc3n21	x	x	x	u	115*	33	24	x
Cc1ccc2cc(CN(CCCO)S(=O)(=O)c3cccc4nsnc34)c(=O)[nH]c2c1C	41	0	-9	x	x	-14	4	5
CCN1CCN(C(=O)CSc2cc(=O)n(C)c3ccccc23)CC1	4	x	-1	-6	-14	1	5	x
COc1ccc(CCNC(=O)CN(c2ccccc2)S(C)(=O)=O)cc1OC	0	-4	5	x	6	x	-3	-4
Cc1cccc(N2CCN(C(=O)/C=C/c3cccs3)CC2C)c1 (stereo unspecified)	x	x	x	8	1	-22	10	x
CCCC(=O)Nc1ccc(Cl)c(NC(=O)c2ccc(Br)o2)c1	-26	1	-12	1	x	-12	26	-1
COc1ccc(Cl)cc1NC(=O)CSc1nnc(Cc2cccn2C)n1-c1ccc(F)cc1	0	2	-4	1	-4	-6	x	3
C[C@@H]1CN([C@@H](C)CO)S(=O)(=O)c2ccc(C3=CCCCC3)cc2O[C@H]1CN(C)C(=O)C1CCCCC1	-42	1	7	12	x	-40	5	-2
CCn1c(C)nc2cc(C(=O)NNC(=O)Nc3cccc(Cl)c3)ccc21	x	x	-5	-9	-10	-16	x	x
C[C@H]1CN([C@@H](C)CO)C(=O)CCCn2nncc2CO[C@H]1CN(C)Cc1ccc2c(c1)OCCN2C	6	5	6	-16	x	13	-2	0
C[C@H](CO)N1C[C@H](C)[C@@H](CN(C)Cc2ccc(F)cc2)Oc2cc(C#Cc3ccccn3)ccc2S1(=O)=O	-29	4	-4	6	18	-13	-12	4
O=C1NC[C@H](c2ccccc2)OC(=O)[C@H](Cc2ccc(F)cc2)C/C=C\C[C@H]1CC(=O)N(CCO)Cc1ccccc1	-16	-2	5	58*	83*	-26	-27	8
CC(C)Cc1ccc(C(=O)NCCOc2ccccc2)o1	17	-4	7	23	-69	-11	-4	2
Cc1nc2ccc(NC(=O)c3cc(S(=O)(=O)N4CCOCC4)ccc3C)cc2s1	12	-2	x	x	x	x	7	-2
CN1C(=O)CCC2(c3ccccc3)CC=C(O)C=C12 (stereo unspecified)	7	1	17	-3	-16	-5	-1	2
CS(=O)(=O)c1ccccc1-c1nnc(NC(=O)CCS(=O)(=O)c2ccc(Cl)cc2)o1	-6	2	-14	-17	17	-7	17	3
CC(C)CC#Cc1cnc2c(c1)C(=O)N([C@H](C)CO)C[C@@H](C)[C@H](CN(C)Cc1ccc(F)cc1)O2	x	-1	-11	11	x	-37	1	0
O=C(O)c1cc(-c2ccco2)nn1-c1cccc(Cl)c1	x	x	x	29	10	8	-6	x
COC(=O)c1c(NC(=O)C2CC(C)=C(C)CC2C(=O)O)sc2c1CCCCC2 (stereo unspecified)	7	3	x	8	14	-18	1	4
CC1CN(C(=O)C2(C)CC2(Cl)Cl)CC(C)O1 (stereo unspecified)	x	x	x	12	-5	24	-11	x
COc1ccc(CN(C)C(=O)c2cc(S(=O)(=O)NCc3ccccc3)ccc2C)c(OC)c1	-11	x	7	-7	10	-17	x	x
CC(c1nc2ccccc2[nH]1)N(C(=O)Cc1csc2ccccc12)c1cccnc1 (stereo unspecified)	1	-2	6	3	23	-13	x	3
CCOC(=O)c1[nH]c2ccc(OC)cc2c1NC(=O)c1ccc(OC)c(OC)c1	x	x	x	10	-4	13	14	x
CC[C@]12c3[nH]c4ccccc4c3CCN1C(=O)C(CC(=O)NC/C=C(\C)CCC=C(C)C)C[C@@H]2C(=O)N1CCN(C(=O)C2CC2)CC1 (stereo partly specified)	-1	1	8	16	41	-24	-2	6
Cn1c(SCc2ccc(C(C)(C)C)cc2)nnc1C1COc2ccccc2O1 (stereo unspecified)	x	-2	-4	14	25	-4	x	3
COc1ccc([C@H]2CC(=O)C=C(c3ccc(-c4ccccc4)c(F)c3)C2)cc1	6	0	-4	-8	10	4	3	5
The list goes on.
SMILES	C2C12 statin	Cneo AK release	PGC1a acetyl inh	LGR2 antag	PAX8 inh HTS	GSIS activator	ARNT TACC3 PPI	PglD inh
CCOc1ccc(NC(=O)CN(C)C(=O)Cc2ccc3c(c2)OCCO3)cc1OCC	7	0	x	-4	-1	14	x	1
CCCCC1CCC(C(=O)N(C)CC(=O)Nc2cccc(F)c2)CC1 (stereo unspecified)	-26	4	x	0	0	-51	6	0
CCN(CC)C(=O)C1CCCN(Cc2ccccc2C(F)(F)F)C1 (stereo unspecified)	-3	0	-10	x	x	x	-1	-1
Cc1ccc(CNC(=O)C2CCCN(c3nc4ccccc4o3)C2)cc1 (stereo unspecified)	-4	0	8	5	-5	10	-3	-2
COc1cc(OC)c(S(=O)(=O)Nc2ccccc2C(=O)O)cc1S(=O)(=O)Nc1ccccc1C(=O)O	4	0	x	-4	8	9	-5	4
CN(Cc1cc([N+](=O)[O-])ccc1Cl)C(=O)C[n+]1ccccc1	-1	-2	-6	0	-18	15	-3	-1
CCC(=O)N1CCc2cc(S(=O)(=O)CCC(=O)N(C)c3ccc(OC)cc3OC)ccc21	5	12	2	23	1	6	-14	2
Cc1noc(C)c1NC(=O)Nc1cccc2c1O[C@@H](CN(C)S(=O)(=O)c1ccccc1)[C@@H](C)CN([C@H](C)CO)C2=O	-17	x	-1	-11	-18	27	x	x
O=C1CN(CC(=O)Nc2ccc(Cl)cc2)CCN1	x	0	5	x	7	x	2	-6
CCCC(=O)NC(C)c1nc2ccccc2n1CC (stereo unspecified)	11	-1	x	9	13	14	-2	1

Source: PubChem

An unsorted share of the library; any-hit rate near 2.9%.
